D2 antag: antagonists of human D2 dopamine receptor. AID 485344. P14416. inhibition, % at 10 µM. HEK293 TREx D2 cells, calcium flux, dopamine EC80. actives 2% (n = 340,000); in the data active means inhibition above about 30%; further: 0% is about no effect
Target sequence (P14416 whole entry, looked up): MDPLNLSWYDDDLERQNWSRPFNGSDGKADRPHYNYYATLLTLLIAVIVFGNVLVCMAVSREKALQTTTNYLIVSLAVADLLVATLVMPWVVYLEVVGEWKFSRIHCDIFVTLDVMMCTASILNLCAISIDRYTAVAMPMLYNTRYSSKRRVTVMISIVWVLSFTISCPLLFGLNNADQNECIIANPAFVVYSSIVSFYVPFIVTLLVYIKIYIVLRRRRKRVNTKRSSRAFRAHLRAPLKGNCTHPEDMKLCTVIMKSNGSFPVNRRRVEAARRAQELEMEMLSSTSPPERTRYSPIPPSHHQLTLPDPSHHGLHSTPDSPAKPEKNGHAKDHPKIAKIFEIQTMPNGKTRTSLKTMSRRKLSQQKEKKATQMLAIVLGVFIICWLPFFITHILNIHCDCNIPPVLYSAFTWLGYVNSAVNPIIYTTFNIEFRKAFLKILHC
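Read-out: kinetic calcium fluorescence (1 cycle/s) in inducible HEK293 T-REx D2 cells after an EC80 dopamine addition that followed 180 s compound preincubation. Loss of the dopamine response indicates antagonism.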
Vif-APOBEC3F blk: blocks the Vif interaction with APOBEC3F; HeLa A3F-eYFP + Vif (tagged APOBEC3F with the HIV-1 protein that degrades it), YFP fluorescence increase; Potency, µM (series often up to 46.1 µM), for inactives: at the highest dose activity, negative = active; actives 0.2% (n = 390,000); AID 602313; further: potency means the concentration at half of the fitted maximal effect; % of control where 0% means no effect; nearly all actives have a fitted effect of over 65% in size
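HeLa cells stably expressing A3F-eYFP plus Vif, plated and incubated overnight at 37 deg C, then exposed to compounds overnight at 37 deg C. Blocked degradation read as raised yellow fluorescence (Ex 488/Em 500-530).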
GRP78 ERSR act: inducers of ER stress response in human glioma cells | actives 0.02% (n = 420,000) | U87-MG GRP78 promoter luciferase reporter, 16 h | Potency, µM, for inactives: at the highest dose activation, usual class: activators; further: potency means the concentration at half of the fitted maximal effect; series mostly up to about 76 µM; % of control where 0% means no effect; nearly all actives have a fitted effect of over 35% in size
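ERSR induction read as luciferase luminescence (Bright-Glo, 10 min at room temperature) in stably transfected human U87-MG glioma cells exposed to compounds for 16 h, using GRP78 as sensor.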
ERG Ets-DNA blk: ERG Ets/DNA interaction inhibition | P11308 | Potency, µM (top dose mostly 76.9 µM), without a hit: at the highest dose FP activity, negative = inhibition, usual class: inhibitors | fluorescence polarization, His-ERG Ets domain / labelled DNA | actives 0.028% (n = 370,000) | AID 624246; active means well fitted inhibition curve with a large enough effect in the polarisation, with a control signal flat; inconclusive means small, poorly fitted or top-dose-only effect, or effect the other way, or a change in a side signal; inactive means no such curve, though single readings can be large or run the other way; the % refers to the polarisation;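 further: polarization taken with two DNA probes labelled with fluorescein and Texas red; potency means the concentration at half of the fitted maximal effect; % of control where 0% means no effect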
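His-tagged ERG Ets domain (1 uM in the protein solution; 300mM KCl, 50mM Tris-HCl, 1mM EDTA, 1mM DTT, pH 7.5) received compound, then a probe mix of 5 nM fluorescein-DNA and 100nM Texas-615-DNA. Fluorescence polarization was read for both dyes.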
Vif-A3G inh: blocks the Vif interaction with human APOBEC3G | Q9HC16 | HeLa A3G-eYFP + Vif (tagged APOBEC3G with the HIV-1 protein that degrades it), YFP fluorescence, overnight | Potency, µM (highest dose often 46.1 µM), inactives show top-dose activity, negative = active, hits mostly inhibitors | actives 0.076% (n = 410,000) | AID 602310;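 further: potency means the concentration at half of the fitted maximal effect; on the % scale 0 is the no-effect control and ±100 the full control effect; nearly all actives have a fitted effect of over 60% in size; hits raise eYFP signal because A3G escapes Vif-driven loss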
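HeLa cells stably expressing Vif and C-terminally eYFP-tagged A3G, seeded overnight at 37 deg C, then exposed to compound by pintool overnight at 37 deg C. Rise in yellow fluorescence (Ex 488/Em 500-530, Acumen) marks blocked Vif-driven A3G degradation.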
D2 ag: activates the human D2 dopamine receptor. P14416. HEK293 T-REx D2 cells, calcium flux agonist mode. activation, % at 2 µM. actives 0.53% (n = 340,000). AID 485358;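 active means activation over 3 SD above normal in the single-dose calcium agonist read, cut at about 30% in these data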; further: 0% is about no effect
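Agonism is scored from calcium flux in a force-coupled, inducible HEK293 cell line expressing D2, read kinetically for 180 s after compound addition against dopamine controls.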
RGS4 inhibitor: inhibitors of human regulator of G protein signaling 4 | P49798 | Transcreener GDP fluorescence polarization, RGS4-accelerated GTP hydrolysis | Potency, µM (highest dose often 114 µM), without a hit: top-dose activity change, negative = inhibition, hits mostly inhibitors | actives 0.039% (n = 390,000) | AID 504845; further: potency means the concentration at half of the fitted maximal effect; on the % scale 0 is the no-effect control and ±100 the full control effect; nearly all actives have a fitted effect of over 75% in size; some results filed as inactive show a strong effect at the top dose
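MLSMR compounds (23 nl, pin-transferred) preincubated 10 min at room temperature with a 500nM (2x) first reagent, then RGS4 at 900nM (2x) plus Transcreener GDP mix added; fluorescence polarization (620/688 nm) read before and after 90 min at 30 °C.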
12-LOX inh: inhibitors of human 12S-lipoxygenase ALOX12. actives 1.1% (n = 580,000). P18054. purified 12hLO, xylenol orange hydroperoxide absorbance. AID 1671190. Potency, µM (top dose mostly 108 µM), for the others: at the top dose activity change, negative = inhibition, actives largely listed as inhibitors; further: potency means the concentration at half of the fitted maximal effect; on the % scale 0 is the no-effect control and ±100 the full control effect
Target sequence (P18054 whole entry, looked up): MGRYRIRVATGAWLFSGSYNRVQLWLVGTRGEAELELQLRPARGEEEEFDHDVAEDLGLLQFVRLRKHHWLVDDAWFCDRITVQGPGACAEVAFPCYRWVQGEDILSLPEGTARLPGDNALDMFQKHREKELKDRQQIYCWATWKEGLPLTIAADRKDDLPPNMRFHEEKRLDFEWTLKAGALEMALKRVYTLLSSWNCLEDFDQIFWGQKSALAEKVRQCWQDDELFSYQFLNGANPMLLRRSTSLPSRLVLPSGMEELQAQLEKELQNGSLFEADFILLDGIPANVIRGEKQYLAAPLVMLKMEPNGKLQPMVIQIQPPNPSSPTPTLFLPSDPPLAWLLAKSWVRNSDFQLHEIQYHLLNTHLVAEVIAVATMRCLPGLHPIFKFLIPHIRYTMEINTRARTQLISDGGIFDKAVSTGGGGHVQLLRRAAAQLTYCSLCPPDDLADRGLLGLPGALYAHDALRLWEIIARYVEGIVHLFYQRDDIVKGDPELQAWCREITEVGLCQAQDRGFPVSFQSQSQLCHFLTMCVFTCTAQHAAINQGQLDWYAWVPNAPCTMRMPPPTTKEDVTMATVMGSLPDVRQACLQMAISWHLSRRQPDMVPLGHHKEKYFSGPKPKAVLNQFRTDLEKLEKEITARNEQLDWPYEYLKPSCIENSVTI
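Hydroperoxide product was detected by ferrous iron/xylenol orange as the 573 to 405 nm absorbance ratio. Arachidonic acid at 40 uM (final) was turned over for 30 min at room temperature by 150 nM human 12hLO, pH 7.0 Hepes buffer, after 15 min compound preincubation.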
LDHA inh: blocks human lactate dehydrogenase A | P00338 | purified LDHA, NADH/diaphorase-resazurin fluorescence; active compounds read low | activity change, % (values are at about 110 or 230 µM) | actives 0.15% (n = 480,000) | AID 1347041; in the data active means activity change below about -30%; inconclusive means mostly about -25% to -30%;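 further: plate controls were DMSO wells for no effect and wells without enzyme for full effect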
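Remaining NADH was detected by diaphorase (0.133 mg/mL) converting 37 µM resazurin to fluorescent resorufin, read at 0 and 20 minutes. The preceding 5-minute room-temperature reaction used 2 nM LDHA, 0.2 mM sodium pyruvate and 0.06 mM NADH at pH 7.4.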
Starred values were filed as active, the others as inactive; ? = inconclusive; . = no result given; [ ] = remark or other dose. Unless noted, the call rests on the fitted dose curve; in most records, active means well fitted curve in the direction sought with a large enough effect; inconclusive means small, poorly fitted or top-dose-only effect, or another doubt; inactive means no such curve, though single readings can be large; an effect the other way counts as inactive or inconclusive.

Under each structure – D2 antag	Vif-APOBEC3F blk	GRP78 ERSR act	Vif-A3G inh	RGS4 inhibitor	D2 ag	LDHA inh	ERG Ets-DNA blk	12-LOX inh
#1 O=C(NCc1nc2ccccc2[nH]1)C1=C[C@@H](c2ccccc2)C[C@@H](OCCCCO)O1
→ 12.8	7.1%	-3.4%	-1.5%	-2.9%	0.1	-8.5	-2.3%	-3.7%
#2 CCOC(=O)c1cnc2c(ccc3ccccc32)c1Nc1ccc(N(C)C)cc1
→ .	-12.3%	-2.9%	-3.3%	-48.3%	.	1.9	-18.9%	?
#3 O=C(OCc1ccc(COC(=O)c2ccccn2)cc1)c1ccccn1
→ 2.7	-5.8%	-1.7%	-3.6%	-9.8%	-1.8	-2.4	-7.8%	0.0%
#4 CC(=O)N1CCc2cc(S(=O)(=O)NCCCOC(C)C)ccc21
→ 11.6	.	-3.0%	0.1%	-0.4%	-0.3	-2.5	-0.8%	0.0%[57.4 µM]
#5 CCOc1ccccc1NC(=O)C1COc2ccccc2O1 (configuration not stated)
→ -6.6	11.4%	6.3%	-4.7%	-16.1%	-1.0	-2.5	-0.9%	-14.4%
#6 Cc1cc(C)c(NC(=O)C(=O)NCc2ccco2)c(C)c1
→ 4.2	9.0%	-2.0%	0.8%	-5.1%	0.5	-5.4	7.9%	.
#7 CC(C)(CNC(=O)c1cc(Cl)c(O)c(Cl)c1)N1CCCCC1
→ -6.8	10.8%	-3.7%	-3.5%	14.1%	-1.4	-4.6	1.4%	1.7%
#8 C/C(CC(=O)Nc1cccnc1)=N\NC(=O)C(=O)NC(C)C
→ -10.7	-2.4%	2.5%	-4.9%	-4.0%	-1.6	-0.4	3.8%	16.1%
#9 CSc1cccc(NC(=O)CCc2ccccc2)c1
→ 9.7	14.8%	4.2%	-7.9%	-18.3%	-1.6	0.0	3.9%[15.4 µM]	6.0%
#10 COc1ccccc1N1CCN(C2CCCN(C(=O)c3ccsc3)C2)CC1 (configuration not stated)
→ .	-8.9%	-4.3%	-0.8%	-24.5%	.	3.4	-0.7%	0.8%
#11 Cc1cccnc1
→ 10.4	0.9%	-4.9%	-1.5%	3.4%	-0.7	-3.5	5.9%	-0.2%
#12 O=C(Nc1nc2c(Cl)cccc2s1)c1ccc(Br)o1
→ 9.0	2.2%	5.3%	2.9%	-10.7%	0.3	-4.3	4.1%	18.0%
#13 CCOC(=O)c1c(-c2ccccc2)csc1NC(=O)c1cccc(N2C(=O)CCC2=O)c1
→ 3.2	-3.1%	-1.2%	-15.9%	14.0%	-0.1	-8.5	-1.9%	-4.0%
#14 CC/C(=N\NC(=O)c1c(C)nc2ccccn12)c1ccccc1
→ -5.3	3.9%	1.3%	0.4%	-3.8%	-0.8	-2.6	7.4%	1.0%
#15 COC(=O)[C@H](CC(C)C)NC(=O)Cn1cnc(C(=O)Nc2ccc(C)c(C)c2)n1
→ .	1.3%	-0.2%	-6.6%	-3.9%	.	-7.4	-9.8%	?
#16 COc1ccccc1C(=O)Nc1c2c(nn1-c1ccc([N+](=O)[O-])cc1)CS(=O)(=O)C2
→ 14.7	1.8%	-2.3%	1.0%	-6.4%[11.4 µM]	-0.1	-4.6	-9.1%	0.0%
#17 CC(=O)N1N=C(c2ccccc2)OC1(C)CC(=O)Nc1ccccc1 (configuration not stated)
→ 2.5	-11.4%	-1.6%	0.1%	-4.9%	-2.5	0.3	3.5%	?
#18 CC(=O)Nc1nnc(SCC(=O)NCC2CCCO2)s1 (configuration not stated)
→ -5.8	-7.6%	-3.1%	1.9%	-17.9%	-0.4	-11.6	.	?
#19 O=C(Nc1ccc(F)cc1)C(Cc1ccccc1)n1cccc1 (configuration not stated)
→ 6.3	-3.6%	-3.0%	-1.6%	2.9%	-0.1	-4.0	12.9%	-10.1%
#20 COc1ccc(CCC(=O)NCCS(=O)(=O)N2CCN(c3ccc(F)cc3)CC2)cc1
→ -5.7	0.9%	-4.5%	-4.6%	0.5%	0.6	-2.9	1.2%	-23.9%
#21 COc1ccc(-c2nnc3sc(C4CCCCC4)nn23)cc1OC
→ -6.2	6.7%	-1.4%	1.4%	-25.5%	0.9	-4.7	-17.1%	-9.6%
#22 CNC(=S)N1N=C(c2ccc(Br)cc2)CC1c1ccc(OC)cc1 (configuration not stated)
→ -13.7	7.0%	-4.6%	-1.0%	-34.1%	0.3	-5.3	-3.1%	?
#23 Nc1cc(=O)[nH]c(SCC(=O)Nc2cc(S(=O)(=O)N3CCCCCC3)ccc2Cl)n1
→ .	-36.2%	-3.5%	?	-13.0%	.	-7.9	16.5%	-10.4%
#24 CC1(C(=O)NS(=O)(=O)C2CC2)CCN(C(=O)c2c(F)cccc2F)C1 (configuration not stated)
→ .	.	-2.6%	-2.9%	.	.	-2.3	.	-8.7%
#25 Cc1ccc(C(=O)COC(=O)c2cc(Cl)nc3ccccc23)cc1
→ 24.2	-1.3%	1.2%	1.9%	-2.1%	0.9	0.0	4.9%	-7.1%
#26 CC(NC(=O)OC(C)(C)C)C(=O)NC(CCC(=O)OCc1ccccc1)C(N)=O (configuration not stated)
→ -2.2	6.2%	-1.1%	5.3%	14.4%	-0.2	-10.6	-5.2%	-2.3%
#27 NS(=O)(=O)c1ccc(NC(=O)NC2CCCCC2)cc1
→ -8.2	2.1%	0.6%	-0.2%	40.5%	0.3	2.1	15.7%	20.6%
#28 Cc1cc(C)cc(NC(=S)NCc2ccc3[nH]c4c(c3c2)CCCC4)c1
→ -4.3	-3.0%	-1.6%	-4.9%	-15.4%	0.1	-3.3	-7.1%	39.8µM*
#29 CCN(CC)S(=O)(=O)c1cccc(NC(=O)COC(=O)C2COc3ccccc3O2)c1 (configuration not stated)
→ 13.0	-5.6%	-2.8%	1.5%	24.9%	-1.2	-7.6	1.4%	-10.7%
#30 NS(=O)(=O)c1ccc(CCNC(=O)c2ccc(NS(=O)(=O)c3ccc4[nH]c(=O)[nH]c4c3)cc2)cc1
→ 7.1	1.6%	4.0%	-0.4%	16.6%	-0.3	-6.2	.	-7.5%

For convenience, part of the list above:
Under each structure – D2 antag	Vif-APOBEC3F blk	GRP78 ERSR act	Vif-A3G inh	RGS4 inhibitor	D2 ag	LDHA inh	ERG Ets-DNA blk	12-LOX inh
#23 Nc1cc(=O)[nH]c(SCC(=O)Nc2cc(S(=O)(=O)N3CCCCCC3)ccc2Cl)n1
→ .	-36.2%	-3.5%	?	-13.0%	.	-7.9	16.5%	-10.4%
#24 CC1(C(=O)NS(=O)(=O)C2CC2)CCN(C(=O)c2c(F)cccc2F)C1 (configuration not stated)
→ .	.	-2.6%	-2.9%	.	.	-2.3	.	-8.7%
#25 Cc1ccc(C(=O)COC(=O)c2cc(Cl)nc3ccccc23)cc1
→ 24.2	-1.3%	1.2%	1.9%	-2.1%	0.9	0.0	4.9%	-7.1%
#26 CC(NC(=O)OC(C)(C)C)C(=O)NC(CCC(=O)OCc1ccccc1)C(N)=O (configuration not stated)
→ -2.2	6.2%	-1.1%	5.3%	14.4%	-0.2	-10.6	-5.2%	-2.3%
#27 NS(=O)(=O)c1ccc(NC(=O)NC2CCCCC2)cc1
→ -8.2	2.1%	0.6%	-0.2%	40.5%	0.3	2.1	15.7%	20.6%
#28 Cc1cc(C)cc(NC(=S)NCc2ccc3[nH]c4c(c3c2)CCCC4)c1
→ -4.3	-3.0%	-1.6%	-4.9%	-15.4%	0.1	-3.3	-7.1%	39.8µM*
#29 CCN(CC)S(=O)(=O)c1cccc(NC(=O)COC(=O)C2COc3ccccc3O2)c1 (configuration not stated)
→ 13.0	-5.6%	-2.8%	1.5%	24.9%	-1.2	-7.6	1.4%	-10.7%
#30 NS(=O)(=O)c1ccc(CCNC(=O)c2ccc(NS(=O)(=O)c3ccc4[nH]c(=O)[nH]c4c3)cc2)cc1
→ 7.1	1.6%	4.0%	-0.4%	16.6%	-0.3	-6.2	.	-7.5%

Additional results follow.
Under each structure – D2 antag	Vif-APOBEC3F blk	GRP78 ERSR act	Vif-A3G inh	RGS4 inhibitor	D2 ag	LDHA inh	ERG Ets-DNA blk	12-LOX inh
#31 Cc1cccc(NCc2nc3ccccc3n2C)c1
→ -12.5	-1.6%	9.5%	0.1%	3.9%	-0.1	-0.7	.	2.4%
#32 CC(Oc1ccc(F)cc1)C(=O)Nc1cccc(S(=O)(=O)N(C)c2ccccc2)c1 (configuration not stated)
→ .	3.6%	-1.9%	-1.6%	.	.	2.0	.	-17.7%
#33 CC(C)C[C@H](NC(=O)c1[nH]cnc1C(=O)N[C@@H](C)C(=O)OC(C)(C)C)C(=O)OC(C)(C)C
→ -6.1	-7.0%	?	-23.7%	-11.3%	0.3	5.0	5.5%	5.0%
#34 CC1CC(C)CN(S(=O)(=O)c2ccc(NC(=O)CCN3C(=O)C4CC=CCC4C3=O)cc2)C1 (configuration not stated)
→ .	-0.5%	-1.9%	0.4%	-3.8%	.	0.0	0.0%	0.3%
#35 CN1CCN(NC(=O)Nc2ccc(Br)cc2)CC1
→ 11.5	0.5%	1.4%	-0.3%	20.9%	0.4	-9.9	?	4.4%
#36 CCN(CC)c1ccc(NC(=O)OC)cc1
→ -8.2	-17.2%	0.9%	-4.3%	-3.3%	1.4	1.2	20.1%	?
#37 Cc1nc(-c2ccccc2)sc1C(=O)/C=C/c1ccc(Cl)cc1
→ 21.5	-3.2%	-4.2%	-0.2%	2.6%	1.2	-2.5	-5.0%	0.0%

Screens from PubChem.

Not all compounds are listed; the hit share may differ from the screen's.
